Bioassay records deposited in PubChem BioAssay by several laboratories.
NCOA3 inh = human NCOA3 inhibition; inhibition, % at 3.6 µM; 360,000 compounds, 0.17% hits; HEK293 GAL4-SRC3 luciferase reporter, luminescence; Q9Y6Q9;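 active = inhibition above a per-campaign cutoff, the mean of all compounds plus 3 SD, cut at about 60% in these data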;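 note: 0% = DMSO-treated cells and 100% = gossypol-treated cells at 36 µM; higher means less SRC3-driven luciferase light from the GAL4 reporter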
Vif imaging = blocks HIV Vif function; HEK293T cells, Vif self-association by quenched fluorescence, imaging, 24 h; inhibition, % at 7.49 µM; 340,000 compounds, 0.35% hits; AID 602346; in the data active = inhibition above about 50%, passing the limit was not always enough; inconclusive = no clear call, values can overlap the other calls; inactive = below about 31%; note: some results filed as inactive read as strong as hits
TRAIL sens C8 = caspase-8 TRAIL sensitization; inhibition (viability loss, TRAIL sensitization), % at 10 µM; 360,000 compounds, 1% hits; NB7+C8 cells + TRAIL, ATPlite viability luminescence; AID 624354;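 active = compounds causing at least 50% loss of cell viability in the single-dose screen, relative to plate controls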
NCOA2 inhibitor = human SRC2 (NCOA2) inhibition; Q15596; HEK293 GAL4-SRC2 luciferase reporter, luminescence; inhibition, % at 9 µM; 370,000 compounds, 0.17% hits; AID 651957;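 active = inhibition above the mean inhibition of all tested compounds plus 3 SD, set per campaign, cut at about 52% in these data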;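 note: 0% = DMSO treated cells and 100% = cells given Gossypol at 36 µM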
NR2F2 inh = blocks human COUP-TFII nuclear receptor. inhibition, % at 8.6 µM. AID 686940. HEK293T NGFI-A luciferase reporter, luminescence. 370,000 compounds, 0.7% hits. P24468;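 active = inhibition above a per-plate cutoff, mean inhibition of test wells between control levels plus 3 SD, cut at about 38% in these data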;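 note: cells cotransfected with COUP-TFII expression vector driving the NGFI-A reporter; 0% = median of COUP-TF2 test wells and 100% = reporter-only cells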
Target sequence (P24468 whole entry, looked up): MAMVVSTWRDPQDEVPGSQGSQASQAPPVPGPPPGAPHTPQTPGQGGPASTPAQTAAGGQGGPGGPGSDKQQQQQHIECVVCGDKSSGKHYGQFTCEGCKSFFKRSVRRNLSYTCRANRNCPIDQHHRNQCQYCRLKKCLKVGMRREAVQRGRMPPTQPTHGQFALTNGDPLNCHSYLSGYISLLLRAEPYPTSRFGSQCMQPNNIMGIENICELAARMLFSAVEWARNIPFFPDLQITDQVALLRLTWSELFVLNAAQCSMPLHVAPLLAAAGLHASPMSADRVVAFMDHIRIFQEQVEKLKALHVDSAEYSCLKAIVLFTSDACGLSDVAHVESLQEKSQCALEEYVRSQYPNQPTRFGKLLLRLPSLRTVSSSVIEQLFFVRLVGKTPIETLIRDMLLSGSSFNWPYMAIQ
SRC1 inh = human NCOA1 inhibition. 360,000 compounds, 0.12% hits. Q15788. HEK293 GAL4-SRC1 luciferase reporter, luminescence. inhibition, % at 3.6 µM;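 active = inhibition above the campaign mean plus 3 SD, with each screening campaign given its own cutoff, cut at about 60% in these data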;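 note: 0% = DMSO treated cells and 100% = gossypol at 36 µM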
NOD2-RIPK2 inh = NOD2-RIPK2 protein interaction inhibition. CHO BLA complementation NOD2-RIPK2, CCF4 ratio. O43353. inhibition, % at 4.98 µM. 360,000 compounds, 0.38% hits; in the data active = inhibition above about 21%;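 note: 0% = vehicle only and 100% = reference blocker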
NR5A2 inv ag = inverse agonists of human LRH-1 (NR5A2). inhibition, % at 3.6 µM. O00482. 360,000 compounds, 0.13% hits. HEK293T StAR-luciferase reporter, LRH-1 transfected, 24 h;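 active = inhibition above the mean inhibition of all tested compounds plus 3 SD, cut at about 73% in these data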;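 note: 0% = DMSO wells and 100% = reporter-only cells lacking LRH-1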
Target sequence (O00482 whole entry, looked up): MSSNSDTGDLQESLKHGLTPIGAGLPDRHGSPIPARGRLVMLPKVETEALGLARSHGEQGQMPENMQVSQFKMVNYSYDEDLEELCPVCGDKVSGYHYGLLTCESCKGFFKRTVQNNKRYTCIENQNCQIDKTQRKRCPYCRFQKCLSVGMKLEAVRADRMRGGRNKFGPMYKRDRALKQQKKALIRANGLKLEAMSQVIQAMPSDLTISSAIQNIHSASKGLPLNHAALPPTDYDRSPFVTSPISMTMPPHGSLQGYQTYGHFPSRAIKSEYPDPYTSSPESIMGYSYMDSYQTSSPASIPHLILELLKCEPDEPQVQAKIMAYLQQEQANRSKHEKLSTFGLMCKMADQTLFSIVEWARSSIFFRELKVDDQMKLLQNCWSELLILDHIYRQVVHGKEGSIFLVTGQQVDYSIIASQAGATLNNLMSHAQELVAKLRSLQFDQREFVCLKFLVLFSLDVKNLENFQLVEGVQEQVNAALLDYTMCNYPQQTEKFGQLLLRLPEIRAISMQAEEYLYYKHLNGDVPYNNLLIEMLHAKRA
TLR9-MyD88 inh = inhibitors of human TLR9-MyD88 binding; 340,000 compounds, 0.21% hits; inhibition, % at 4.98 µM; CHO BLA complementation TLR9-MyD88, CCF4 FRET ratio; Q9NR96+Q99836;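 active = inhibition above the mean over all tested compounds plus 3 SD, cut at about 21% in these data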;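 note: 0% = DMSO only wells and 100% = clavulanate BLA inhibitor control wells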
LMP1 NFkB inh = inhibitors of Epstein-Barr LMP1-induced NF-kappaB reporter. 350,000 compounds, 0.69% hits. inhibition, % at 12.5 µM. LMP1-induced NF-kappaB luciferase reporter cells, luminescence. AID 504558; in the data active = inhibition above about 41%; inconclusive = no clear call, values can overlap the other calls;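 note: 0% = neutral control wells and 100% = reference inhibitor control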
TROY signal inh = inhibitors of TROY-dependent NF-kB signaling. Q293 LMP1-TROYcd NF-kB luciferase reporter, 4 h. inhibition, % at 10 µM. 360,000 compounds, 0.98% hits. AID 1347056;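 active = compounds whose plate-normalised and pattern-corrected inhibition of the luciferase reporter signal at the single screening dose is 50% or more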
The depositor's hits bear a star; ? = inconclusive; / = not tested or not shown. A portion of the library, so the mix of outcomes need not match the whole.

SMILES | NCOA3 inh | Vif imaging | TRAIL sens C8 | NCOA2 inhibitor | NR2F2 inh | SRC1 inh | NOD2-RIPK2 inh | NR5A2 inv ag | TLR9-MyD88 inh | LMP1 NFkB inh | TROY signal inh
O=C(COc1coc(CN2CCCc3ccccc32)cc1=O)Nc1ccccc1 | -23 | 2 | -6 | -32 | 2 | -32 | -2 | -19 | -8 | -2 | -32
C=CCn1c(=NC(=O)c2cc(Cl)sc2Cl)sc2cc(S(N)(=O)=O)ccc21 | 6 | 2 | 23 | 20 | 14 | 3 | -2 | -2 | -4 | 1 | 14
Cc1noc(C)c1COC(=O)CCc1nc2ccccc2c(=O)[nH]1 | 11 | 22 | -16 | -23 | -7 | 0 | -3 | 15 | 0 | -7 | 16
N#C/C(=C\c1ccccn1)c1nc2ccccc2s1 | -41 | / | 0 | -12 | -25 | -35 | 7 | -31 | 9 | -19 | -8
CC(C)c1ccc(NC2CCCN(C(=O)c3ccc(N4CCOCC4)cc3)C2)cc1 (stereo unspecified) | -8 | 2 | -10 | -1 | 10 | 10 | -6 | 3 | 0 | -2 | 7
Cc1cc(NC(=O)CCC(=O)N(CC(=O)NC2CCCC2)c2ccc(F)c(Cl)c2)no1 | 4 | 4 | -12 | 11 | -5 | -8 | 14 | -10 | 5 | 3 | -14
CCCCS(=O)(=O)N1CCCC(C(=O)NCC2CCCO2)C1 (stereo unspecified) | 5 | 0 | -2 | 0 | 6 | 1 | 3 | 0 | 3 | -7 | 15
COc1ccc(NC(=O)c2ccc(S(=O)(=O)N3CC(C)OC(C)C3)cc2)cc1 (stereo unspecified) | -3 | -1 | 2 | -7 | -1 | 3 | -16 | -11 | -14 | -2 | -14
CN1C(CC(=O)c2ccccc2)CCCC1CC(O)c1ccccc1 (stereo unspecified) | 1 | -8 | -12 | -7 | -17 | -32 | 10 | -2 | 3 | -1 | 6
CC(=O)NC(CCCCNC(=S)NC1CCCCC1)C(=O)O (stereo unspecified) | 7 | -1 | -9 | -41 | -1 | 3 | -5 | 5 | 0 | -7 | 12
CCC(=O)Nc1ccc(NC(=S)NC(=O)c2cc3ccccc3o2)cc1 | -16 | 6 | 20 | -13 | 3 | -12 | 2 | -15 | 6 | 2 | -48
CC(=O)Nc1ccc(S(=O)(=O)N2CCc3cc4c(cc3C2C)OCCCO4)cc1 (stereo unspecified) | 4 | -4 | 5 | 10 | 0 | 3 | -1 | 9 | -8 | -17 | -28
O=C(CCC(=O)c1ccc(Oc2ccccc2)cc1)Nc1ccc(Cl)cc1Cl | 12 | 2 | 9 | -4 | -1 | -20 | -1 | 7 | 2 | -15 | 7
COc1ccc(C(=O)NC2CCCCC2)cc1S(=O)(=O)N1CCCC1 | 24 | 12 | 5 | -5 | 1 | 9 | -2 | 4 | 3 | 4 | -15
O=C(COc1ccc2ccc(=O)oc2c1)N1CC[C@@]2(O)CCCC[C@H]2C1 | -1 | 12 | -15 | -7 | -21 | -3 | -6 | 18 | 7 | 2 | 6
CCN1C(=O)[C@H]2[C@H]3CN=C(SC)N3[C@@](C)(C(=O)OC)[C@H]2C1=O | -2 | / | -11 | 8 | 4 | -2 | -14 | 5 | 0 | -4 | -2
COC(=O)Cc1c(C)c2ccc(OC(=O)c3ccccc3)cc2oc1=O | -14 | / | 17 | -18 | -2 | 6 | -6 | 5 | -2 | -5 | -17
CN(C)c1ccc(C(=O)OCC(=O)c2ccc[nH]2)cc1 | -86 | -7 | -3 | -41 | -46 | -86 | -15 | -52 | 0 | -24 | -59
Cc1ccc(S(=O)(=O)Nc2cc(C(F)(F)F)ccc2N2CCOCC2)c(C)c1 | 24 | -12 | 3 | 15 | 20 | 10 | -5 | 6 | -1 | -3 | 6
Cn1c(NC(=O)c2ccccc2F)cc(=O)n(C)c1=O | -8 | 23 | -8 | 1 | 6 | -15 | -8 | -12 | -8 | -5 | -6
O=c1c2ccccc2c2ccccc2c(=O)n1Cc1ccc2c(c1)OCO2 | -18 | 8 | 21 | -12 | -21 | -6 | -2 | -1 | -3 | -5 | 3
CCOC(=O)CSc1nc(-c2ccncc2)ccc1C#N | -126 | 13 | 51* | -61 | -36 | -102 | 3 | -137 | -8 | -34 | -71
CCc1nc(NC(C)C)c2oc3ccccc3c2n1 | 6 | -4 | -6 | 9 | -1 | 4 | -8 | 21 | 3 | 1 | -2
Cc1ccc(CNC(=O)C2CC(=O)N(C3CCCCCC3)C2)cc1 (stereo unspecified) | 12 | 9 | -10 | 7 | 7 | -16 | -16 | 0 | -6 | -4 | 9
O=C(Cc1ccccc1Cl)Nc1cccc(S(=O)(=O)N2CCOCC2)c1 | -3 | -8 | -6 | -2 | 1 | 9 | 5 | 4 | 9 | -3 | 81*
NC(=O)NC(=O)COC(=O)c1ccc(OC(F)F)cc1 | 13 | -7 | -4 | -11 | -6 | 11 | 3 | 1 | -8 | 3 | -26
COc1cc(C2NC(=S)NC(C)=C2C(=O)Nc2cc(C)cc(C)c2)ccc1O (stereo unspecified) | 10 | -2 | -8 | 14 | -2 | -4 | -13 | 8 | 9 | -1 | 7
O=C(CSc1ncccn1)NNC(=O)c1ccccc1 | 22 | 8 | -15 | -13 | -8 | 14 | -4 | -40 | -9 | 6 | 15
C/C=C(/C)C(=O)Nc1cccc(C2=NOC3(C2)C[C@@H](C(N)=O)N(C(=O)CC(c2ccccc2)c2ccccc2)C3)c1 (stereo partly specified) | -43 | -15 | 31 | 23 | 15 | -1 | 1 | 22 | -2 | 4 | 3
Cc1ccccc1N1C(=S)NC2c3ccccc3OC1(C)C2C(=O)N(C)C (stereo unspecified) | 21 | 4 | -10 | 1 | 0 | 8 | -10 | 10 | -1 | 1 | 11
O=C(OC(C(=O)NCc1ccc(F)cc1)c1ccccc1)c1ccco1 (stereo unspecified) | 7 | 11 | -1 | -13 | 6 | -2 | -4 | 5 | -6 | 6 | -12
Nc1cc(OCC(F)(F)F)cc(OCC(F)(F)F)c1 | 13 | -2 | -6 | -25 | -26 | 5 | 1 | 8 | -10 | 1 | 7
O=C(COC(=O)c1c(Cl)ccc(Cl)c1Cl)NCC1CCCO1 (stereo unspecified) | 2 | 2 | -1 | -2 | -5 | -7 | 4 | 4 | 2 | -7 | -14
O=S(=O)(c1cccc2cccnc12)N1CCN(Cc2ccccc2)CC1 | 17 | -5 | -17 | -14 | 6 | 7 | 4 | 20 | -2 | 2 | 8
CC(=O)c1c(C)[nH]c(C(=O)Nc2cccc(S(=O)(=O)N3CCCCC3)c2)c1C | 5 | -6 | -2 | -48 | -28 | -30 | -1 | 19 | -15 | 13 | 10
c1ccn(-c2ccc(N3CCOCC3)cc2)c1 | -43 | 0 | 8 | -25 | -9 | -61 | -1 | -64 | -3 | -12 | 41
O=C(NCCSCc1ccco1)Nc1cccc(Cl)c1 | -50 | / | -6 | -15 | -24 | -13 | 1 | -41 | -3 | -4 | -4
C/C=C/c1ccc(OCCCCOc2ccc(OC)cc2)c(OC)c1 | 9 | -6 | -6 | -1 | -11 | 11 | -15 | 3 | 5 | -2 | -1
COc1ccccc1-n1c(SCC(=O)OC(C)C)nc2cccnc21 | -2 | 3 | -5 | -13 | 10 | -4 | 5 | 13 | 0 | -10 | 18
Cc1nc(NC(=S)NC(=O)COc2ccc(Cl)cc2)ccc1Br | 5 | 6 | -5 | 9 | -3 | 2 | -12 | 4 | -9 | 7 | 19
O=C(CSc1ccccn1)Nc1ccc(Cl)cn1 | 3 | 1 | -3 | -10 | -3 | -9 | -6 | -15 | -1 | -1 | -33
CC1CCN(CCCNC(=O)c2cc3c(Cl)nc4ccccc4c3s2)CC1 | -1 | -12 | 19 | -11 | -13 | 4 | -3 | -39 | 8 | -16 | -41
C=CCn1c(=O)c(C(=O)Nc2ccc(C)cn2)c(O)c2ccccc21 | 4 | -9 | 8 | 10 | -11 | -9 | 9 | -7 | 4 | 11 | -28
O=C(Nc1ccccc1N1CCOCC1)c1ccccc1NS(=O)(=O)c1ccc(F)c(F)c1 | 20 | -12 | 12 | -6 | 23 | 0 | -7 | 19 | -7 | -1 | 9
CCCCn1c(N)c(N(CCOC)C(=O)COC(=O)c2ccccc2NCCO)c(=O)[nH]c1=O | 6 | 8 | -6 | -18 | 16 | -4 | -5 | -4 | -2 | 0 | 3
CC(C)N(CC#CC(O)(c1ccccc1)c1ccccc1)CCO | 2 | -1 | 5 | -21 | 3 | 2 | 1 | 4 | 3 | -2 | 17
Cc1nccnc1Sc1ccccc1 | 7 | 4 | -11 | -18 | -4 | 1 | 5 | 0 | 1 | 7 | -18
COC(=O)c1oc2ccc(Cl)cc2c1-n1cccc1 | 6 | -3 | -16 | -24 | 5 | 7 | 0 | 3 | -4 | 8 | -3
O=C(COc1ccc(Br)cc1)Nc1ccc(CN2CCOCC2)cc1 | 9 | 3 | 10 | 8 | 18 | -3 | 0 | 13 | 11 | 6 | 9
CN(c1ccc(O)cc1)c1nc(-c2cccs2)cs1 | -79 | -8 | 9 | -41 | -57 | -93 | 7 | -65 | -4 | 3 | -18
c1ccc(CNc2nc(-c3ccccc3)nc3ccccc23)cc1 | -4 | -5 | -2 | -28 | 2 | -15 | -2 | -2 | 4 | 0 | 12
C=CCN1C(=O)c2ccc(C(=O)N3CCN(S(=O)(=O)c4ccc(C(C)C)cc4)CC3)cc2C1=O | -16 | 24 | -8 | -5 | -1 | -11 | -14 | -15 | 4 | 5 | 11
CCC(C)(C)n1nnnc1C(c1cccnc1)N1CCCC(C)C1 (stereo unspecified) | 7 | -6 | -2 | 24 | 0 | 2 | -10 | -8 | -1 | 4 | 14
O=C(COC(=O)c1cccnc1Cl)NC(=O)c1ccc(OC(F)F)cc1 | 23 | -14 | 3 | -6 | -2 | -14 | -10 | 6 | -3 | 2 | 3
COc1cccc(NC(=O)C2CCCN2C(=O)NC2CCCCC2)c1 (stereo unspecified) | 9 | 10 | -6 | 6 | -13 | 4 | 1 | 3 | -1 | -4 | 1
CCOc1ccc(C(=O)NC(=S)Nc2ccc(NC(=O)C(C)C)cc2)cc1[N+](=O)[O-] | -3 | 11 | -11 | 6 | -10 | -19 | -1 | -1 | 0 | 7 | 21
CCOC(=O)N1CCN(S(=O)(=O)c2ccc3c(c2)CCN3C(=O)CC)CC1 | 1 | ? | -19 | -16 | -1 | 9 | -1 | 8 | -15 | 11 | 19
Cc1cccc(C)c1NC(=O)c1cc(S(=O)(=O)N2CCOCC2)cn1C | -5 | 5 | -24 | -7 | 8 | 5 | -1 | -1 | 2 | 3 | -2
CC(C)c1nc(SCC(=O)Nc2ccc3c(c2)OCO3)n[nH]1 | -3 | -5 | 6 | -5 | -3 | -3 | 4 | 13 | 2 | -5 | 21
